Screens deposited in PubChem by The Scripps Research Institute Molecular Screening Center.
HCV core dimer = blocks dimerization of HCV core protein. TR-FRET GST/Flag-core106 dimerization, 1536-well. inhibition, % at 5 µM. actives 0.33% (n = 300,000). AID 1899;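 active = inhibition above the mean of all tested compounds plus 3 SD, set per screening campaign, cut at about 45% in these data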
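System: GST-tagged and Flag-tagged HCV core protein residues 1-106 / Input: core106 proteins, GST 13.5 nM and Flag 17 nM / Buffer or medium: KF-containing HEPES buffer, pH 7.45, DTT, CHAPS, BSA / Probe or stimulus: Eu-anti-GST and XL665-anti-Flag labelled anti-tag antibodies / Schedule: 4 h, 22.5 °C incubation / Technique: TR-FRET 671 and 617 nm emission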
procasp7 counter = activates human procaspase-7, counter-screen for procaspase-3 activators; actives 0.093% (n = 330,000); recombinant procaspase-7, Ac-DEVD-pNA absorbance 405 nm; D23A/D198A/D206A triple mutant, cannot self-cleave; scale: DMSO 0, 5 µM enzyme 100; activation, % at 8.5 µM;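 active = percent activation above the screen-wide mean plus 3 SD, cut at about 25% in these data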
Target sequence (P55210 whole entry D23A/D198A/D206A): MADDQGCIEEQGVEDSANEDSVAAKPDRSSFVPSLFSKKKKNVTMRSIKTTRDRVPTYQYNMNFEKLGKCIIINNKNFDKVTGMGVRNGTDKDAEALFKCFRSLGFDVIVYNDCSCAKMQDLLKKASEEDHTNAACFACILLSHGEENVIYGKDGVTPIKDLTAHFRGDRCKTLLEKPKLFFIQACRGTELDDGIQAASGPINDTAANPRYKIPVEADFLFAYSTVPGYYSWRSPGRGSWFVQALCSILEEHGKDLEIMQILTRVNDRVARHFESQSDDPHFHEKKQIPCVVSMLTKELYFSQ
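Detection: p-Nitroaniline absorbance at 405 nm, read at 0 and 120 min; system: Uncleavable procaspase-7 mutant enzyme; evaluation: % activation from two-timepoint absorbance difference, scaled to controls; times: 1 h enzyme–compound preincubation and 2 h substrate reaction, both 25 °C; buffer or medium: Zinc-free HEPES pH 7.4 with 300 mM NaCl, 0.01% Triton X-100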
PP1 inh = counter-screen for PP5 inhibitors: inhibitors of human PP1-alpha; P62136; purified PP1alpha, OMFP fluorescence; inhibition, % at 6.7 µM; actives 0.9% (n = 320,000); AID 2235;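 active = inhibition above the mean inhibition of all tested compounds plus 3 SD, computed separately for each screening campaign, cut at about 15% in these data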
PP5 inh = PP5 (human) phosphatase inhibition; purified PP5c, OMFP substrate fluorescence; inhibition, % at 6.7 µM; actives 0.18% (n = 320,000); AID 1987;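 active = inhibition above the campaign's mean inhibition across all tested compounds plus 3 SD, cut at about 9.5% in these data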;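 also: 0% = DMSO only and 100% = 100 µM cantharidin control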
Target sequence (P53041 whole entry, looked up): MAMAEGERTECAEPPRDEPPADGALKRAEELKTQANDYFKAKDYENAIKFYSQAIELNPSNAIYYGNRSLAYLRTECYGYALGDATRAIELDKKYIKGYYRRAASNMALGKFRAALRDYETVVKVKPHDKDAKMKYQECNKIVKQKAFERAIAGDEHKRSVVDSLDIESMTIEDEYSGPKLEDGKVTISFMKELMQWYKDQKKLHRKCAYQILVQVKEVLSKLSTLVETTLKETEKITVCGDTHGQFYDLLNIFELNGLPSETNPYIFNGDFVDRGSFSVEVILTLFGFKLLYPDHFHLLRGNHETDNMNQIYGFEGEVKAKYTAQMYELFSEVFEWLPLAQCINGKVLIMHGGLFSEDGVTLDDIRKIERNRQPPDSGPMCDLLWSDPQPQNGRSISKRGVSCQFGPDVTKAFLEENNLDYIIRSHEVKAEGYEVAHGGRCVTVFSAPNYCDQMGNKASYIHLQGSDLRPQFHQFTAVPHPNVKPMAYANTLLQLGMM
procasp3 activ = procaspase-3 (human) activation; recombinant procaspase-3 D3A, Ac-DEVD-pNA absorbance 405 nm; AID 463141; activation, % at 8.5 µM; actives 0.11% (n = 330,000);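 active = activation above the mean of all tested compounds plus 3 SD, cut at about 21% in these data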;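 also: 0% = DMSO alone and 100% = DMSO wells spiked with extra 5 µM PC-3 D3A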
Target sequence (P42574 whole entry D9A/D28A/D175A): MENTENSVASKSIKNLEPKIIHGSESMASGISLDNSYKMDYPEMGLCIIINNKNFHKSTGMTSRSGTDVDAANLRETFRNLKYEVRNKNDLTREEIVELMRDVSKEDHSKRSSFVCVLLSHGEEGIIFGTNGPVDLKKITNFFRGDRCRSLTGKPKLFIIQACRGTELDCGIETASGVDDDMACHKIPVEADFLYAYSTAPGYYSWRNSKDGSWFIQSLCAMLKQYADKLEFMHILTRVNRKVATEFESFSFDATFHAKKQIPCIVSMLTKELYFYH
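Test system: Procaspase-3 D3A mutant, all three cleavage aspartates alanine | Dosing: Single dose, 8.5 µM nominal compound, 0.8% DMSO | Schedule: 1 h preincubation, 2 h reaction | Technique: 405 nm absorbance of p-nitroaniline, reads at 0 and 120 min | Repeats: One well per compound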
PAFAH2 inh = PAFAH2 (human) inhibition; Q99487; recombinant PAFAH2, FP-rhodamine activity probe, fluorescence polarization; inhibition, % at 3.39 µM; actives 0.99% (n = 340,000);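 active = inhibition above the mean over all tested compounds plus 3 SD, cut at about 30% in these data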;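 also: inhibitors block probe labeling of enzyme so polarization drops; 0% = enzyme with DMSO and 100% = wells lacking PAFAH2 protein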
Fh CTSL1 inh = cathepsin L1 inhibition, PFM18AAP counter-screen; actives 0.49% (n = 300,000); inhibition, % at 5.96 µM; recombinant F. hepatica cathepsin L1, Z-Leu-Arg-MCA fluorescence;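 active = inhibition above the mean of all tested compounds plus 3 SD, set per screening campaign, cut at about 17% in these data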;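 also: 0% = plate median of test compound wells and 100% = 1 µM Z-Phe-Ala-diazomethylketone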
TPT1 inh = C. albicans TPT1 enzyme inhibition; recombinant caTPT1, FP RNA substrate dephosphorylation; inhibition, % at 5 µM; actives 0.81% (n = 300,000);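 active = inhibition above the mean of all tested compounds plus 3 SD, set per screening campaign, cut at about 24% in these data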;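 also: plate controls were DMSO alone for no effect and ferristatin control at 100 nM for full effect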
AHR act = human AHR activation; P35869; AHR-responsive luciferase reporter cells, luminescence; activation, % at 5 µM; actives 2.5% (n = 320,000); in the data active = activation above about 47%;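 also: 0% = vehicle wells and 100% = reference agonist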
Active calls of the source: *. Compounds as they come, and some 5.6% of all compounds hit somewhere here.

Screening COc1ccc(Oc2cc(C(F)(F)F)cnc2C(N)=O)cc1 returned HCV core dimer -5.6, procasp7 counter 9.0, PP1 inh 1.5, PP5 inh 1.9, procasp3 activ -2.0, PAFAH2 inh 2.5, Fh CTSL1 inh -1.4, TPT1 inh -2.7 and AHR act -1.2.
`CCC(c1nnc(SCC(=O)Nc2cccc(S(N)(=O)=O)c2)n1-c1ccc(OC)cc1)N(C)C` (stereo not given) gave HCV core dimer 7.8, procasp7 counter -9.7, PP1 inh -1.1, PP5 inh 0.0, procasp3 activ 6.8, PAFAH2 inh -8.8, Fh CTSL1 inh -1.4, TPT1 inh -0.6 and AHR act -4.9.
`COc1ccc(OC)c(NC(=O)c2cc(-c3c(C)cc(C)cc3O)n[nH]2)c1` gave HCV core dimer 5.3, procasp7 counter -9.3, PP1 inh 1.9, PP5 inh -0.5, procasp3 activ -3.1, PAFAH2 inh -8.2, Fh CTSL1 inh -3.9, TPT1 inh 2.0 and AHR act -0.2.
Screening COc1cccc2cc(/C(=N/O)c3ccccc3)oc12 returned HCV core dimer 2.1, procasp7 counter 5.4, PP1 inh -1.6, PP5 inh 1.9, procasp3 activ 5.3, PAFAH2 inh -3.2, Fh CTSL1 inh -0.5, TPT1 inh 0.5 and AHR act 11.5.
`CCOC(=O)[C@H]1[C@H]2COc3ccc(Cl)cc3[C@@H]2N2C(=O)c3cc(Cl)ccc3NC(=O)[C@@]12C` gave HCV core dimer 11.9, procasp7 counter -6.6, PP1 inh 3.9, PP5 inh 4.8, procasp3 activ 0.2, PAFAH2 inh -23.8, Fh CTSL1 inh 3.5, TPT1 inh 1.6 and AHR act 5.1.
NC(=O)NC(=O)COC(=O)c1ccc(OC(F)F)cc1 was read as HCV core dimer -0.7, procasp7 counter -2.5, PP1 inh -4.1, PP5 inh -1.3, procasp3 activ -4.6, PAFAH2 inh -0.3, Fh CTSL1 inh 2.2, TPT1 inh -2.4 and AHR act -2.2.
`Cc1ccc(S(=O)(=O)Oc2ccc(/C=C(/NC(=O)c3ccccc3)C(=O)NCCC(=O)O)cc2)cc1` gave HCV core dimer 8.3, procasp7 counter -5.2, PP1 inh -1.3, PP5 inh 3.6, procasp3 activ -3.7, PAFAH2 inh 6.0, Fh CTSL1 inh 0.5, TPT1 inh 1.7 and AHR act -4.2.
For CCCCCn1nc(C(=O)N(CC)c2c(N)n(CCCC)c(=O)[nH]c2=O)c2ccccc2c1=O the results were procasp7 counter -2.5, procasp3 activ -55.0, PAFAH2 inh 1.4 and AHR act 0.0.
CCOC(=O)N1CN(C(=O)OCC)CN(C(=O)OCC)C1 was read as HCV core dimer 8.6, procasp7 counter -1.7, PP1 inh -9.5, PP5 inh -4.3, procasp3 activ -1.6, PAFAH2 inh 4.0, Fh CTSL1 inh -7.0, TPT1 inh -0.2 and AHR act 1.4.
`Cc1cccc(-c2nc(CS(=O)CC(=O)NCC3CCCO3)c(C)o2)c1` (stereo not given) gave HCV core dimer -8.4, procasp7 counter 2.4, PP1 inh -5.9, PP5 inh -0.1, procasp3 activ 2.0, PAFAH2 inh 1.7, Fh CTSL1 inh -5.6, TPT1 inh -3.4 and AHR act -0.2.
For Cc1cc(C)c(S(C)(=O)=O)c(Oc2ccc(F)cc2)n1 the results were HCV core dimer -0.7, procasp7 counter 7.8, PP1 inh -0.3, PP5 inh 0.6, procasp3 activ 0.6, PAFAH2 inh -2.2, Fh CTSL1 inh -2.8, TPT1 inh -3.0 and AHR act 5.5.
For Cc1cccc(-n2ncc3c(NCCc4ccc(S(N)(=O)=O)cc4)ncnc32)c1 the results were HCV core dimer -1.8, procasp7 counter 1.5, PP1 inh -1.0, PP5 inh 2.6, procasp3 activ 7.3, PAFAH2 inh -0.8, Fh CTSL1 inh 2.3, TPT1 inh 0.4 and AHR act -3.7.
Cc1nc2ccc(NC(=O)Cc3cccc(F)c3)cc2s1 was read as HCV core dimer 4.0, procasp7 counter -0.1, PP1 inh -0.5, PP5 inh 3.0, procasp3 activ -3.5, PAFAH2 inh 3.9, Fh CTSL1 inh 1.1, TPT1 inh -0.5 and AHR act -2.1.
COC(=O)C1=CNC=C(C(=O)OC)C1c1ccc(Cl)cc1 was read as HCV core dimer 4.6, procasp7 counter -0.9, PP1 inh -5.0, PP5 inh -0.3, procasp3 activ 5.4, PAFAH2 inh -2.9, Fh CTSL1 inh -1.9, TPT1 inh -2.5 and AHR act 0.1.
COc1ccccc1CNS(=O)(=O)c1csc(C(N)=O)c1 was read as HCV core dimer -4.8, procasp7 counter 8.8, PP1 inh 3.0, PP5 inh 0.6, procasp3 activ 3.8, PAFAH2 inh -5.7, Fh CTSL1 inh -3.3, TPT1 inh -2.2 and AHR act -0.1.
`COc1cc2cc(C(c3nnnn3C3CCCC3)N3CCc4ccccc43)c(=O)[nH]c2cc1OC` (stereo not given) gave HCV core dimer 13.8, procasp7 counter 3.4, PP1 inh -4.1, PP5 inh 0.5, procasp3 activ 7.2, PAFAH2 inh 2.4, Fh CTSL1 inh 1.8, TPT1 inh 1.7 and AHR act 4.9.
For Cc1cccc(C2=NOC(=O)/C2=C\c2ccccc2F)c1 the results were procasp7 counter 3.6, PP1 inh -2.0, PP5 inh 1.7, procasp3 activ 10.5, PAFAH2 inh 1.8 and AHR act -0.5.
C=CCOc1ccc(S(C)(=O)=O)cc1 was read as HCV core dimer 0.3, procasp7 counter 9.3, PP1 inh -3.5, PP5 inh 1.8, procasp3 activ 8.4, PAFAH2 inh -4.6, Fh CTSL1 inh -2.6, TPT1 inh -3.8 and AHR act 13.2.
For Cc1onc(-c2ccccc2Cl)c1C(=O)NCC1CCCO1 (stereo not given) the results were HCV core dimer 1.3, procasp7 counter 8.4, PP1 inh -0.5, PP5 inh 6.4, procasp3 activ 0.6, PAFAH2 inh 3.4, Fh CTSL1 inh -4.2, TPT1 inh -0.8 and AHR act -1.0.
For Cc1cc(C)nc(NC(=O)c2ccc(COc3ccccc3Cl)cc2)c1 the results were HCV core dimer -6.4, procasp7 counter -0.8, PP1 inh 4.0, PP5 inh 3.4, procasp3 activ 2.5, PAFAH2 inh -8.1, Fh CTSL1 inh 1.2, TPT1 inh 0.9 and AHR act -8.6.
For O=C1CC(c2ccco2)CC(O)=C1C=Nc1cc(Cl)cc(Cl)c1 (stereo not given) the results were HCV core dimer 5.7, procasp7 counter 2.5, PP1 inh 1.6, PP5 inh 1.2, procasp3 activ -3.8, PAFAH2 inh 4.0, Fh CTSL1 inh -1.3, TPT1 inh 0.4 and AHR act 4.4.
`O=C(Cn1cnc2ccccc21)NC(c1ccccc1)c1ccccc1` gave HCV core dimer -4.0, procasp7 counter -0.8, PP1 inh -1.7, PP5 inh -1.3, procasp3 activ 5.9, PAFAH2 inh 6.4, Fh CTSL1 inh -0.2, TPT1 inh 2.3 and AHR act 2.7.
COc1ccc(NC(=O)CCOc2ccccc2C)cc1S(=O)(=O)N1CCCCC1 was read as HCV core dimer 6.2, procasp7 counter 1.5, PP1 inh 0.4, PP5 inh 1.5, procasp3 activ 6.6, PAFAH2 inh -2.7, Fh CTSL1 inh 3.0, TPT1 inh -5.9 and AHR act 0.7.
Screening CC(=O)N/C(=N\OCc1ccc(Br)cc1)c1nonc1NC(C)=O returned HCV core dimer -1.4, procasp7 counter -7.4, PP1 inh 5.6, PP5 inh -6.3, procasp3 activ -6.8, PAFAH2 inh 8.3, Fh CTSL1 inh -8.4, TPT1 inh -3.1 and AHR act -2.3.
Cc1cccc(NC(=O)CCn2ccnc2C)c1 was read as HCV core dimer -11.0, procasp7 counter 0.9, PP1 inh -2.1, PP5 inh 2.4, procasp3 activ 4.5, PAFAH2 inh -2.4, Fh CTSL1 inh 0.8, TPT1 inh 0.8 and AHR act 11.7.
Screening Cc1cccc(OCC(=O)N/N=C\c2cc3c(cc2[N+](=O)[O-])OCO3)c1C returned HCV core dimer 14.2, procasp7 counter 6.5, PP1 inh 8.2, PP5 inh 0.3, procasp3 activ -1.0, PAFAH2 inh 14.7, Fh CTSL1 inh -2.1, TPT1 inh 2.2 and AHR act 6.1.
COC(=O)[C@@]12CCCN1[C@H](c1ccc(-c3ccccc3)c(OC)c1)[C@H]1C(=O)N(C)C(=O)[C@H]12 was read as procasp7 counter 15.1, procasp3 activ 2.2, PAFAH2 inh 8.9 and AHR act 0.0.
Screening CCc1ccc(NC(=O)COC(=O)/C(=C/c2ccccc2OC)c2ccccc2)cc1 returned HCV core dimer 2.4, procasp7 counter -6.0, PP1 inh 10.0, PP5 inh 2.5, procasp3 activ 3.4, PAFAH2 inh -5.6, Fh CTSL1 inh 3.5, TPT1 inh -0.3 and AHR act -0.8.
`CCCC(=O)c1cc2c(cc1NC(=O)c1cccs1)OCCO2` gave HCV core dimer 2.7, procasp7 counter 8.1, PP1 inh -1.8, PP5 inh 3.7, procasp3 activ 1.7, PAFAH2 inh -0.1, Fh CTSL1 inh 5.0, TPT1 inh -6.2 and AHR act 11.5.
For Cc1c(NC(=O)C(C)Sc2ccccc2)c(=O)n(-c2ccccc2)n1C (stereo not given) the results were HCV core dimer -0.3, procasp7 counter 2.3, PP1 inh -6.2, PP5 inh -0.7, procasp3 activ -1.8, PAFAH2 inh 6.8, Fh CTSL1 inh -5.2, TPT1 inh -3.6 and AHR act -0.3.
`COc1ccc(-c2nc3ccccn3c2/N=C/c2ccc(OC)c(OC)c2)cc1O` gave HCV core dimer -27.0, procasp7 counter -9.9, PP1 inh 8.5, PP5 inh -5.4, procasp3 activ -8.6, PAFAH2 inh 12.4, Fh CTSL1 inh -3.0, TPT1 inh 1.6 and AHR act 11.2.
NC(=S)Nc1ccc2cc[nH]c2c1 was read as HCV core dimer 3.1, procasp7 counter -6.0, PP1 inh -1.0, PP5 inh -1.9, procasp3 activ -0.6, PAFAH2 inh 15.0, Fh CTSL1 inh 2.1, TPT1 inh 4.0 and AHR act 10.8.
CN(CC(=O)N1CCN(c2ncccn2)CC1)S(=O)(=O)c1ccc(Cl)cc1 was read as HCV core dimer 6.0, procasp7 counter -3.2, PP1 inh -3.3, PP5 inh 1.5, procasp3 activ -13.3, PAFAH2 inh 0.7, Fh CTSL1 inh -1.5, TPT1 inh 8.1 and AHR act 1.0.

3 structures from above, sorted by number of heavy atoms, high to low.
`O=C(Cn1cnc2ccccc21)NC(c1ccccc1)c1ccccc1` gave HCV core dimer -4.0, procasp7 counter -0.8, PP1 inh -1.7, PP5 inh -1.3, procasp3 activ 5.9, PAFAH2 inh 6.4, Fh CTSL1 inh -0.2, TPT1 inh 2.3 and AHR act 2.7.
`CCCC(=O)c1cc2c(cc1NC(=O)c1cccs1)OCCO2` gave HCV core dimer 2.7, procasp7 counter 8.1, PP1 inh -1.8, PP5 inh 3.7, procasp3 activ 1.7, PAFAH2 inh -0.1, Fh CTSL1 inh 5.0, TPT1 inh -6.2 and AHR act 11.5.
For Cc1cccc(C2=NOC(=O)/C2=C\c2ccccc2F)c1 the results were procasp7 counter 3.6, PP1 inh -2.0, PP5 inh 1.7, procasp3 activ 10.5, PAFAH2 inh 1.8 and AHR act -0.5.
